ATXN2 expr inh: ATXN2 expression inhibition. 0.72% of 360,000 active. AID 1745845. Potency, µM (top dose mostly 57 µM), for the others: at the top dose activity change, negative = inhibition, usual class: inhibitors. HEK-293 ATXN2-luciferase reporter, luminescence, 24 h; also: potency is read from the fitted curve at half-maximal effect; % is scaled to controls: 0 for no effect and ±100 for the full control effect; nearly all actives have a fitted effect of over 55% in size
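ATXN2-luciferase reporter cells (luciferase flanked by upstream and downstream ATXN2 gene portions) were treated 24 h at 37 °C with compounds at up to 57 uM. SteadyGlo luminescence gave expression; GF-AFC fluorescence gave viability.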
HepG2 tox: counter-screen for TGF-b inhibitors: cytotoxicity in HepG2 cells; HepG2 CAGA-GFP viability, ATP luminescence, 18 h; Potency, µM (top dose mostly 46.1 µM), without a hit: top-dose activity change, negative = cytotoxicity, usual class: cytotoxic; 0.76% of 410,000 active; AID 588856; also: potency is read from the fitted curve at half-maximal effect; some results filed as inactive show a strong effect at the top dose
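CellTiter-Glo luminescence gave cytotoxicity after 18 hours at 37 degrees C. The cells were HepG2 CAGA-GFP in 1% FBS DMEM, stimulated with 500 pg/mL TGF-beta after compound addition. %Activity was normalised to no-cell wells (complete cell-killing) and DMSO (no toxicity), and curves were fitted and classified.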
S2 tox: viability counter-screen for ATXN expression inhibitors | Potency, µM (titrated, usually from 56.7 µM), most hits filed as cytotoxic | S2 cells (HEK-293 line with an ATXN2-luciferase reporter) viability, CellTiter-Fluor protease fluorescence, 24 h | 0.49% of 400,000 active; also: potency is read from the fitted curve at half-maximal effect; nearly all actives have a fitted effect of over 40% in size
MCF10A rerep: induces DNA re-replication in MCF 10a normal breast cells; MCF 10A DNA re-replication, Hoechst nuclear intensity, 48 h; Potency, µM (doses to about 46.1 µM), without a hit: top-dose activity, positive = re-replication, most hits filed as activators; 2.9% of 350,000 active; also: potency is read from the fitted curve at half-maximal effect; % of control where 0% means no effect; nearly all actives have a fitted effect of over 50% in size
Nrf2 activator: activates Nrf2 signaling; AREc32 ARE-luciferase reporter (MCF7-derived line), luminescence, 24 h; Potency, µM (highest dose often 46.1 µM), for the others: top-dose activation, most hits filed as activators; 0.31% of 410,000 active; AID 624171; also: potency is read from the fitted curve at half-maximal effect; % of control where 0% means no effect; nearly all actives have a fitted effect of over 65% in size
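ARE-driven firefly luciferase activity in AREc32 cells measured after a 24 hr compound exposure at 37 deg C, using Steady-Glo reagent and a 30 min room-temperature hold.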
IL1B secr inh: inflammasome signaling inhibition, IL-1 beta readout; activity change, % at 57.5 µM; 4.7% of 360,000 active; THP-1 LPS/ATP IL-1B secretion, AlphaLISA, 16 h; active compounds read low; AID 743279; in the data active = activity change below about -50%; inconclusive = mostly about -30% to -49%; also: % is scaled to controls: 0 for no effect and ±100 for the full control effect
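THP-1 cells pretreated 1 hr with compounds (up to 57.5 uM final), then stimulated with LPS (250 ng/mL final) plus ATP (1.25 mM final); secreted IL-1B measured by AlphaLISA after 16 hr, decreased signal indicating inhibition.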
Nrf2 block: Nrf2 pathway inhibition; A549 ARE-Fluc reporter, luciferase luminescence, 18-24 h; Potency, µM (highest dose often 46 µM), for the others: top-dose activity change, negative = inhibition, most hits filed as inhibitors; 2.1% of 360,000 active; also: potency is read from the fitted curve at half-maximal effect; % is scaled to controls: 0 for no effect and ±100 for the full control effect; nearly all actives have a fitted effect of over 60% in size
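Concentration-response testing used A549 ARE_Fluc cells at 5000 cells/well. Following an 18-24 h compound incubation, viability was read by fluorescence (Ex 405/Em 525) and luciferase output by luminescence.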
TGFb inhibitor: inhibitors of TGF-b signaling. Potency, µM (top dose mostly 46.1 µM), inactives show at the top dose activity, negative = inhibition, hits mostly inhibitors. AID 588855. 1.2% of 410,000 active. HepG2 CAGA-GFP TGF-b/SMAD3 reporter, GFP fluorescence, 18 h; TGF-beta stimulated, 500 pg/mL final; also: potency is read from the fitted curve at half-maximal effect; % is scaled to controls: 0 for no effect and ±100 for the full control effect; nearly all actives have a fitted effect of over 65% in size
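Cell-based qHTS in HEPG2 carrying a CAGA-GFP Smad reporter; compounds added before 500 pg/mL final TGF-beta, 18 h incubation at 37 degrees C, GFP fluorescence quantified per cell by imaging cytometry.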
A549 tox: A549 cytotoxicity, counter-screen for Nrf2 inhibitors | A549 ARE-Fluc cells, CellTiter-Fluor viability, 18-24 h | Potency, µM (series often up to 46 µM), for inactives: at the top dose activity change, negative = cytotoxicity, actives largely listed as inhibitors | 0.16% of 390,000 active; also: potency is read from the fitted curve at half-maximal effect; % is scaled to controls: 0 for no effect and ±100 for the full control effect
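Cytotoxicity counterscreen: CellTiter-Fluor fluorescence was measured in A549 ARE_Fluc cells after 18-24 h of compound exposure in a concentration series. The subsequent BugLite luminescent read reports ARE-luciferase activity.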
Starred values were filed as active, the others as inactive; i = inactive; u = inconclusive; x = not tested or not shown; & = joins results of further samples; [ ] = remark or other dose. Unless noted, calls follow the shape of the dose curve; as a rule, active = well fitted curve in the direction sought with a large enough effect; inconclusive = small, poorly fitted or top-dose-only effect, or another doubt; inactive = no such curve, though single readings can be large; an effect the other way counts as inactive or inconclusive.

#1 COC(=O)c1ccc(CN(Cc2ccc(OC)c(OC)c2)S(=O)(=O)c2ccc(F)c(C(=O)Nc3cc(C)ccc3C)c2)cc1
#2 Cc1cccnc1C1=NOC(Cc2ccccc2)C(=O)N1Cc1ccccc1F (stereo not given)
#3 Cc1nc2sc(-c3ccccc3)nn2c(=O)c1Br
#4 COC(=O)c1c(/N=C/N(C)C)sc2c1CCN(c1ncc(C(F)(F)F)cc1Cl)C2
#5 COc1ccc(CCNC(=O)/C=C/c2ccc(OC)c(S(=O)(=O)N3CCOCC3)c2)cc1
#6 Cc1sc2nc(CN3CCCCC3)nc(Nc3ccc4c(c3)OCCO4)c2c1C
#7 O=C(Cn1cnc2ccccc2c1=O)N1CCOCC1
#8 COc1cccc(Nc2nc(N)nc(CCl)n2)c1
#9 CC(=O)Nc1cccc(Oc2ccc([N+](=O)[O-])cc2Cl)c1
#10 CC(C)CN=c1cc(-c2ccccc2)oc2ccc(Cl)cc12

compound no.,1,2,3,4,5,6,7,8,9,10
ATXN2 expr inh,x,6%,6%,-9%,x,x,0%,u,23%,-35%
HepG2 tox,-4%,-5%,-34%,-69%,-47%,-11%,5%,-40%,-3%,-19%
S2 tox,x,i,i,i,i,i,i,u,i,u
MCF10A rerep,x,x,-3%,u,8%,-7%,-8%,18µM*,2%,u
Nrf2 activator,1.3%,0.2%,u,6.6%,-1.4%,-0.9%,0.1%,13µM*,3.5%,u
IL1B secr inh,x,0,1,23,12,0,35,x,6,-27
Nrf2 block,x,x,u,-14%,1%,0%,-11%,-5%,-6%,-24%
TGFb inhibitor,-2%,5%,-22%,u,2%,20%,3%,u,-1%,u
A549 tox,4%,x,4%,-9%,u,0%,-6%,-9%,5%,-4%

#11 CC1CCN(S(=O)(=O)c2ccc(Oc3ccc([N+](=O)[O-])cc3)cc2)CC1
#12 O=C(COc1ccccc1)Nc1ccc2c(c1)Cc1cc(NC(=O)COc3ccccc3)ccc1-2
#13 O=C(NCc1ccccc1)C1CCN(S(=O)(=O)c2cc([N+](=O)[O-])ccc2Cl)CC1
#14 Oc1ccccc1C=NC1=NN(c2cccc(C(F)(F)F)c2)CC1
#15 COC(=O)CSc1nc2ccccc2o1
#16 Cc1c(C(=O)NCc2ccc3c(c2)OCO3)sc(=O)n1Cc1ccc(S(C)(=O)=O)cc1
#17 O=C(COC(=O)c1ccc(Cl)c(S(=O)(=O)N2CCN(c3ccc(F)cc3)CC2)c1)Nc1cccc(Cl)c1
#18 O=C1NC(Cc2ccccc2)c2nc3cc(F)c(F)cc3c(=O)n2-c2ncccc21 (stereo not given)
#19 Nc1cccc2c1C(=O)N(CCOc1ccccc1F)C2=O
#20 CCCCOc1cccc(C(=O)Nc2ccc3oc(-c4cccnc4)nc3c2)c1

compound no.,11,12,13,14,15,16,17,18,19,20
ATXN2 expr inh,-30%,-17%,u,-15%,-5%,-11%,-13%,u,u,-18%
HepG2 tox,-18%,0%,9%,1%,3%,-6%,-4%,-29%,-64%,-3%
S2 tox,i,i,i,u,i,i,i,u,x,u
MCF10A rerep,u,-1%,1%,19%,-2%,x,u,x,18µM*,x
Nrf2 activator,-0.2%,0.6%,u,-0.1%,-0.2%,3.9%,0.0%,2.0%,0.3%,-1.1%
IL1B secr inh,u,22,-4,-10,1,-9,11,20,34,x
Nrf2 block,u,1%,u,u,-8%,x,-22%,x,u,6.5µM*
TGFb inhibitor,u,16%,-28%,-26%,4%,-5%,u,-10%,22%,-10%
A549 tox,6%,-8%,3%,-15%,-1%,x,0%,x,u,-11%

#21 CCOc1ccc(CN2C(=O)c3ccccc3Sc3ccc(C(=O)NCc4ccc(C)cc4)cc32)cc1
#22 Cc1c(NC(=O)Cn2[nH]c(=O)c3ccccc3c2=O)c(=O)n(-c2ccccc2)n1C
#23 O=C(Nc1ccc2oc(-c3ccc(F)cc3)nc2c1)c1ccccc1F
#24 CCOC(=O)c1c(NC(=O)CN2C(=O)NC3(CCCCC3)C2=O)sc(C)c1-c1ccc(C)cc1
#25 O=C(O)c1ccc(NC2=Nc3cccc4cccc2c34)cc1
#26 COc1ccc(CCn2c(-c3ccco3)nc3nc4ccccc4nc32)cc1
#27 C=CCn1c(NCc2ccc(N(C)C)cc2)nc2ccccc21
#28 O=C(CCSc1ccccc1)Nc1ccccc1C(=O)N1CCCC1
#29 O=C(COC(=O)Cn1cnc2ccccc21)Nc1cc2c(cc1Cl)C(=O)c1ccccc1C2=O
#30 COC(=O)c1ccc2c(=O)n(CCCCCC(=O)N3CCN(c4ccccc4)CC3)c(=O)[nH]c2c1

compound no.,21,22,23,24,25,26,27,28,29,30
ATXN2 expr inh,x,-2%,9%,1%,-3%,27%,26%,-3%,x,u
HepG2 tox,-9%,26%,1%,-10%,-6%,-26%,-15%,-17%,-18%,-33%
S2 tox,x,i,i,i,i,u,i,i,u,u
MCF10A rerep,x,-2%,8%,u,-2%,u,4%,0%,u,15µM*
Nrf2 activator,-0.4%,0.2%,-1.0%,-0.6%[9.22 µM],4.3%,12%,1.9%,0.0%,-1.3%,0.2%
IL1B secr inh,x,18,-4,-2,5,-22,-3,2,18,-18
Nrf2 block,15%,x,u,u,u,-6%,8%,2%,23%,u
TGFb inhibitor,8%,-2%,-17%,u,-4%,29%,-3%,11%,-4%,-14%
A549 tox,3%,-2%,-12%,8%,9%,-9%,13%,1%,2%,-21%

#31 COc1ccc(Cl)cc1NC(=O)c1ccc2c(c1)CCN2S(C)(=O)=O
#32 Cc1[nH][nH]c(=O)c1C(c1ccc(-c2ccccc2C(=O)O)o1)c1c(C)[nH][nH]c1=O
#33 N#Cc1ccc(NC(=O)Nc2cccc(C#N)c2)cc1
#34 C=CCNC(=O)c1ccc(CN2CCC(Cc3ccccc3)CC2)cc1
#35 Cc1nnc(SCC(=O)Nc2ccc(S(N)(=O)=O)cc2)n(N)c1=O
#36 COc1ccc2c(c1)c(=O)c(C(=O)c1ccc(C)cc1)cn2CC(=O)Nc1ccc(F)cc1
#37 Cc1nc2scc(C)n2c(=O)c1S(=O)(=O)NCCc1ccccc1
#38 Cc1ccc(S(=O)(=O)Nc2ccc(=O)n(Cc3ccc(Cl)c(Cl)c3)c2)cc1
#39 O=C(Nc1nnc([C@H]2C[C@H](O)[C@@H](CO)O2)s1)c1ccc(Oc2ccccc2)cc1
#40 CC1CCC2(CC1)NC(=O)N(NC(=O)C1CCN(C(=O)c3ccc(Cl)cc3)CC1)C2=O (stereo not given)

compound no.,31,32,33,34,35,36,37,38,39,40
ATXN2 expr inh,-6%,2%,x,-9%,-11%,0%,4%&-14%,-10%,18%,12%
HepG2 tox,-27%,22%,-48%,-32%,8%,-15%,-2%&-19%,-5%,-20%,3%
S2 tox,i,i,u,i,i,u,i,i,i,i
MCF10A rerep,x,-13%,14%,3%,-3%,1%,6%,u,x,9%
Nrf2 activator,7.2%,-0.4%[9.22 µM],1.8%,0.8%,-0.7%,0.2%,-0.1%&5.7%,0.5%,0.6%,0.3%
IL1B secr inh,x,0,-11,3,20,-15,48,28,0,2
Nrf2 block,-25%,-10%,u,-2%,-9%,u,20%&-4%,u,x,u
TGFb inhibitor,0%,16%,u,-1%,-3%,-29%,-5%&8%,-1%,3%,-6%
A549 tox,7%,-16%,1%,-5%,1%,-23%,8%&0%,u,x,-2%

#41 COC(=O)Cn1c(=N)n(CCN2CCCCC2)c2ccccc21
#42 C/C=C1\NC(=O)[C@H](C)NC(=O)[C@@H](NC(=O)[C@@H](Cc2ccc(O)cc2)NC(=O)[C@@H](NC(=O)/C(C)=C/C)C(C)C)[C@@H](C)OC(=O)[C@H](CCCCc2ccc(O)cc2)NC(=O)[C@@H](CCC(=O)O)NC1=O
#43 COc1cccc(CNC(=O)Cc2csc3nc(-c4ccccc4)cn23)c1
#44 O=C(Nc1ccn(CC(=O)N2CCN(c3ccccn3)CC2)c(=O)n1)OCc1ccccc1
#45 O=C(CCOc1ccccc1)Nc1ccc(S(=O)(=O)N2CCCC2)cc1
#46 Nc1nc(NCC(=O)O)nc(NCc2ccccc2)c1[N+](=O)[O-]
#47 COCC1CCN(C(=O)c2cc(COc3cc(C)c(Cl)c(C)c3)on2)C1 (stereo not given)
#48 O=S(=O)(Nc1ccc(-c2ccc3nncn3n2)cc1)c1cccs1

compound no.,41,42,43,44,45,46,47,48
ATXN2 expr inh,-7%,2%,-6%,9%,-1%,3%,16%,1%
HepG2 tox,1%,27%,-5%,1%,-10%,8%,-16%,1%
S2 tox,i,i,u,i,i,i,i,i
MCF10A rerep,2%,5%,x,-1%,-2%,-11%,u,-9%
Nrf2 activator,-0.4%,0.6%,0.3%,-0.7%,0.1%,-0.2%,3.5%,0.7%
IL1B secr inh,-19,23,x,7,-6,14,12,13
Nrf2 block,x,8%,x,8%,-16%,3%,u,-19%
TGFb inhibitor,-5%,21%,0%,-2%,10%,3%,1%,8%
A549 tox,0%,-7%,3%,6%,-1%,1%,5%,-4%

Look-ups from the list:
O=S(=O)(Nc1ccc(-c2ccc3nncn3n2)cc1)c1cccs1 in MCF10A rerep = -9%
COCC1CCN(C(=O)c2cc(COc3cc(C)c(Cl)c(C)c3)on2)C1 (stereo not given) in Nrf2 activator = 3.5%
Nc1nc(NCC(=O)O)nc(NCc2ccccc2)c1[N+](=O)[O-] in TGFb inhibitor = 3%
COC(=O)Cn1c(=N)n(CCN2CCCCC2)c2ccccc21 in A549 tox = 0%

2 of these compounds, reformatted:
cpd	Structure	ATXN2 expr inh	HepG2 tox	S2 tox	MCF10A rerep	Nrf2 activator	IL1B secr inh	Nrf2 block	TGFb inhibitor	A549 tox
46	Nc1nc(NCC(=O)O)nc(NCc2ccccc2)c1[N+](=O)[O-]	3%	8%	i	-11%	-0.2%	14	3%	3%	1%
48	O=S(=O)(Nc1ccc(-c2ccc3nncn3n2)cc1)c1cccs1	1%	1%	i	-9%	0.7%	13	-19%	8%	-4%
